# Assay outcomes deposited in PubChem BioAssay by National Center for Advancing Translational Sciences (NCATS).
# TDP1 cell noCPT: qHTS for Inhibitors of human tyrosyl-DNA phosphodiesterase 1 (TDP1): qHTS in cells in absence of CPT; Potency, µM (titrated, usually from 46.2 µM), for inactives: at the highest dose activity change, negative = growth inhibition, hits mostly inhibitors; DT40 Tdp1-/- hTDP1 cells, no CPT, ATP luminescence, 48 h; actives 15% (n = 420,000); AID 686978, 2013; note: nearly all actives have a fitted effect of over 55% in size
#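 Camptothecin absent (DMSO only). Human TDP1-complemented DT40 knockout cells, 400 cells/well, 37 °C for minimum 48 hr; ATP measured via CellTiter-Glo, 30 min dark incubation, luminescence.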
# DT40 TDP1 CPT: qHTS for Inhibitors of human tyrosyl-DNA phosphodiesterase 1 (TDP1): qHTS in cells in presence of CPT; actives 12% (n = 420,000); chicken DT40 Tdp1-/-;hTDP1 cells + 20 nM CPT, ATP luminescence, 48 h; Potency, µM (series often up to 46.2 µM), inactives show top-dose activity change, negative = growth inhibition, usual class: inhibitors; note: nearly all actives have a fitted effect of over 55% in size
#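 Chicken DT40 Tdp1-/- cells stably complemented with human TDP1 were seeded at 400 cells/well in medium containing 20 nM camptothecin, exposed to pin-transferred compounds, and grown at 37 °C for at least 48 hr. Viability was read as ATP luminescence.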
# GCN5L2 inh: qHTS Assay for Inhibitors of GCN5L2; GCN5L2 HAT assay, ThioGlo1 CoA-SH fluorescence; AID 504327, 2011; actives 0.21% (n = 390,000); Histone acetyltransferase KAT2A (Homo sapiens), Q92830; Potency, µM (doses to about 58.9 µM), for inactives: top-dose activity change, negative = inhibition, hits mostly inhibitors
# Target sequence (Q92830 whole entry, looked up): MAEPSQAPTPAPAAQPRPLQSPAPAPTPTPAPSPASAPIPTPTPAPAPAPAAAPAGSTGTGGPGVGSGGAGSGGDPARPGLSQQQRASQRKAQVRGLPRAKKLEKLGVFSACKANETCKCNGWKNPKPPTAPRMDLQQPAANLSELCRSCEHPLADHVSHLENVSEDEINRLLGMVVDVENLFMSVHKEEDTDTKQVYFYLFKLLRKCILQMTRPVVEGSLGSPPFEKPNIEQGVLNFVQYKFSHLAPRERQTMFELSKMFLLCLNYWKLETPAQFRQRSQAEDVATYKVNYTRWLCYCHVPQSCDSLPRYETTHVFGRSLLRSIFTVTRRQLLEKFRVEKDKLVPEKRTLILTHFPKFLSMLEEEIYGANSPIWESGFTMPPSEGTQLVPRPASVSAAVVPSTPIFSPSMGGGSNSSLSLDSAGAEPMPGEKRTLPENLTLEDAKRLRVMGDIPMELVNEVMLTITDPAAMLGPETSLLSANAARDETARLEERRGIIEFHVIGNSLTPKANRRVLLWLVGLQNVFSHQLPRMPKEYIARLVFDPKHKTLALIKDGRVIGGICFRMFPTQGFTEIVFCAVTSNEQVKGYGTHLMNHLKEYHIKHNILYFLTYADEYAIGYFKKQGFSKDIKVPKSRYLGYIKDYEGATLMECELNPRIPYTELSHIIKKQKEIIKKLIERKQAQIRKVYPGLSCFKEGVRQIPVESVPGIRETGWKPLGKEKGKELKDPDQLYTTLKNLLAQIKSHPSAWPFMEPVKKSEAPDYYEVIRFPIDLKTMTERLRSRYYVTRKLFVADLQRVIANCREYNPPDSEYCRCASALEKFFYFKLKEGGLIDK
#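 GCN5L2 (20nM final) in 50mM HEPES, 0.1mM EDTA pH 7.5, 0.01% Tween-20 was preincubated 15 min at room temperature with compound, then given ThioGlo1 (50uM), H3(1-25) peptide (75uM) and acetyl-CoA (70uM); CoA-thiol fluorescence (Ex340/Em540) was read at 0 and 20 min.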
# An asterisk follows results filed as active; u = inconclusive; x = no result given. Calls come from the whole dose curve; as a rule, active = well fitted curve in the direction sought with a large enough effect; inconclusive = small, poorly fitted or top-dose-only effect, or another doubt; inactive = no such curve, though single readings can be large; an effect the other way counts as inactive or inconclusive. % is set by controls: 0 for no effect and ±100 for the full control effect; potency is the fitted concentration of half-maximal effect. The list is partial (hit frequency here may not be typical).
molecule	TDP1 cell noCPT	GCN5L2 inh	DT40 TDP1 CPT
CC1CCCCN1Cc1ccc(-c2nnn(CC(=O)NC3CCCCC3)n2)cc1 (centres undefined)	-22.6%	0.2%	-18.0%
COc1ccc(-n2nnnc2SCC(=O)NC2CC2)cc1	21.0%	-2.7%	-17.3%
COc1ccccc1/C=N/NC(=S)NCc1ccco1	u	-1.7%	u
C[C@]12CC[C@H](OC(=O)CCC(=O)O)CC1=CCC1C2CC[C@@]2(C)C1CC[C@@H]2N (some centres undefined)	-21.4%	-2.4%	-12.7%
O=C(COC(=O)c1ccccn1)Nc1ccc2c(c1)OCO2	-5.4%	-5.6%	2.1%
O=C(CSc1nnc(SCc2ccccc2Cl)s1)N/N=C/c1ccc(C(=O)O)cc1	u	-1.8%	-12.2%
COc1ccccc1N1CCN(CC(=O)Nc2cc(C)nn2-c2nc(C)cc(C)n2)CC1	3.26µM*	x	4.11µM*
Cc1ccc2[nH]c3c(c2c1)CN(C(=O)CN1CCCc2ccccc21)CC3	u	-5.6%	23.1µM*
CCOC(=O)C1CCCN(C(=O)c2[nH]c3ccc(OC)cc3c2C)C1 (centres undefined)	29.2%	-5.7%	-9.8%
Cc1cccc(CNS(=O)(=O)c2ccc(-c3coc(C)n3)cc2)c1	u	-5.3%	-25.1%
COc1ccc(C2(c3ccc(OC(C)=O)cc3OC(C)=O)CC(c3ccccc3)NC(=S)N2)cc1 (centres undefined)	u	-10.2%	u
C=CCN(c1ccccc1)S(=O)(=O)c1cc2c(cc1C)NC(=O)CO2	-27.9%	u	u
CCCCN(CCCNC(=O)CN1C(=O)COc2ccc(S(=O)(=O)N3CCC(C)CC3)cc21)Cc1ccccc1	u	-4.6%	u
COc1ccc(Cl)cc1NC(=O)CSc1nc(-c2ccco2)cc(C(F)(F)F)n1	16.4µM*	-0.3%	18.4µM*
Cc1ccc(C(=O)COC(=O)COc2ccccc2[N+](=O)[O-])s1	-6.8%	-14.0%	-6.3%
CCOC(=O)C1CCN(S(=O)(=O)c2ccc(NC(=O)c3ccco3)cc2)CC1	6.6%	-14.9%	5.6%
Cc1ccc(CNC(=O)Cc2ccc(Br)cc2)cc1	7.31µM*	-4.6%	9.2µM*
O=C(NCc1ccc(F)cc1)c1cc(C2CCCN(C(=O)CCCc3ccccc3)C2)on1 (centres undefined)	u	x	23.1µM*
COc1ccc(CNC(=O)C(OC(=O)c2ccco2)c2ccccc2F)cc1 (centres undefined)	2.1%	-0.8%	-2.4%
COc1cccc(/C=N/NC(=O)C(C)n2nc(C)c([N+](=O)[O-])c2C)c1O (centres undefined)	1.03µM*	-2.8%	0.92µM*
CCOCCCNCC(=O)NC1(C)C2CCC(C2)C1(C)C (centres undefined)	-14.3%	2.0%	u
CC(C)CCn1c(SCC(=O)NC2CC2)nc2cc(Cl)ccc2c1=O	-5.6%	-5.3%	u
Cc1cccc(C)c1NC(=O)c1c(C)oc2c1C1=NCCN1C=N2	u	-10.6%	u
Cc1cc(C)cc(-n2c(C)cc(/C=N/NC(=O)c3cccc([N+](=O)[O-])c3C)c2C)c1	25.9µM*	-20.2%	u
Cc1cc(C)c(NC(=O)CN2CCN(S(=O)(=O)c3ccc4c(c3)OCCO4)CC2)c(C)c1	u	x	-28.0%
CCOc1ccccc1NC(=O)c1cc(S(=O)(=O)NC2CCCC2)ccc1F	u	-12.6%	-19.0%
Cc1ccc(/C=C/C(=O)Nc2ccc([N+](=O)[O-])cc2)o1	u	2.1%	u
O=C(CSCc1ccc(Br)cc1)Nc1ccc(S(=O)(=O)N2CCOCC2)cc1	-8.9%	0.0%	-22.0%
Cc1ccc(NC(=O)CN2C(=O)NC3(CCCCC3C)C2=O)cc1S(=O)(=O)N1CCOCC1 (centres undefined)	23.1µM*	x	u
Cc1ccccc1NC(=O)c1c(NC(=O)C(C)Oc2cccc(Cl)c2)sc2c1CCCC2 (centres undefined)	-18.3%	1.6%	-19.8%
CCOc1ccccc1NC(=O)c1nnn(CC(=O)Nc2cc(C)cc(C)c2)c1N	1.5%	-8.2%	-16.5%
COc1ccc(C2=C(C)C(N3CCN(c4ccc(OC)cc4)CC3)=NS2(=O)=O)cc1	-5.6%	-4.6%	-4.0%
CCCNC(=S)N1CCC(C(=O)c2ccc(Cl)cc2)CC1	u	-2.4%	23.1µM*
S=C(NCc1ccco1)Nc1ccc(Br)cn1	-13.7%	u	-21.4%
CCOC(=O)C1(C)CCCN1C(=O)c1cc(F)ccc1C (centres undefined)	-14.4%	x	u
Cc1ccc(NC(=O)C2CCCN(S(=O)(=O)c3cccnc3)C2)c(C)c1 (centres undefined)	-28.9%	-6.6%	0.5%
CCCCCn1cc2c(c1-c1ccc(Br)cc1)c(=O)n(C)c(=O)n2C	20.6µM*	-3.0%	18.4µM*
O=C(NCCCN1CCOCC1)c1cc2c(s1)CCC2	-0.2%	-2.5%	3.3%
Cc1ccc(C(=O)OCCOc2cccc(Cl)c2)cc1S(=O)(=O)N1CCOCC1	u	-6.1%	u
O=C(OCCN=C1NS(=O)(=O)c2ccccc21)c1cccs1	-47.3%	-7.7%	-10.3%
CCn1c(=O)c2c(n3cnnc13)-c1ccccc1CC21CCCCC1	u	-5.5%	13µM*
Cc1nc2c(ccc3c2ccc2nc(C)sc23)s1	2.5%	-11.1%	11.9%
COc1cccc(-c2sc3ccc(OC)cc3c2-c2ccc(OCCN3CCCCC3)cc2)c1	u	-8.4%	18.4µM*
COc1cccc(C(=O)c2sc(NC(C)C)nc2N)c1	u	-3.8%	u
Cc1ccc(N(CC(=O)NC(C)C)C(=O)CCC(=O)Nc2nccs2)cc1C	-12.8%	0.4%	-2.2%
Cc1cnc(NC(=O)CCCNC(=O)c2ccc(Cl)cc2)s1	-14.0%	-0.6%	-1.6%
Cc1ccc(S(=O)(=O)Nc2ccc3c(c2)C(=O)N([C@@H](C)CO)C[C@@H](C)[C@@H](CN(C)S(=O)(=O)c2ccccc2)OCCCC[C@H](C)O3)cc1	10.3µM*	x	8.2µM*
Cc1cc(Cl)ccc1NC(=O)/N=C1/NC(=O)CS1	-5.0%	x	-26.5%
O=C(CCNS(=O)(=O)c1ccccc1)NCCCc1ccccc1	15.1%	-0.4%	-1.9%
COC(=O)CN1C(=O)N/C(=C/c2ccc(C)o2)C1=O	6.6%	u	-26.4%
COc1ccccc1OCC(=O)Nc1ccncc1	u	-13.8%	-22.9%
COc1ccccc1NCC(=O)N/N=C(\C)c1ccc(Br)s1	-4.6%	-2.0%	-26.0%
Cc1ccc(N(C(=O)Cn2nnc(-c3cccs3)n2)C(C(=O)NC2CCCC2)c2ccncc2)cc1 (centres undefined)	20.6µM*	2.4%	23.1µM*
Cc1ccccc1CN(c1ccc(C(=O)NCc2ccccn2)cc1)S(C)(=O)=O	-1.6%	-5.9%	10.6%
CCn1c(SCC(=O)c2ccc(Cl)cc2)nnc1C(C)C	-6.8%	-0.1%	-13.5%
CCOc1ccccc1C(=O)Nc1ccc2nc(N3CCN(c4ncccn4)CC3)cc(C)c2c1	9.2µM*	x	18.4µM*
Cc1nn(C)cc1/C=N/NC(=O)Cn1cncn1	3.7%	-5.0%	2.8%
CC(=O)NC1=CC(=O)c2nonc2C1=O	u	x	0.0794µM*
Cc1cc(C)cc(NC(=O)C[n+]2ccccc2)c1	-22.4%	-11.0%	-11.0%
COC(=O)[C@]1(Sc2ccc(C)cc2)CC(=O)N[C@@H]1c1ccccc1	u	x	-2.6%

# Continued:
molecule	TDP1 cell noCPT	GCN5L2 inh	DT40 TDP1 CPT
CC(C)CC1OC(C)Cc2[nH][nH]c(=O)c21 (centres undefined)	1.5%	x	-18.7%
O=C(Nc1cc(C(F)(F)F)ccc1N1CCOCC1)c1ccc2ccccc2n1	u	-9.9%	u
CCOc1cccc(/C=N/N2C(=O)CSC2=S)c1O	u	u	u
CN(C)CCCn1c(SCc2c(Cl)cccc2Cl)nnc1-c1ccncc1	10.6%	-3.4%	-12.2%
COc1ccc(NC(=O)CC2C(=O)NCCN2C(=O)Nc2ccc(C(F)(F)F)cc2)cc1 (centres undefined)	4.7%	-27.8%	-17.9%
O=C(CSc1nc2c(oc3ccccc32)c(=O)n1Cc1ccco1)Nc1ccccc1Cl	u	-2.6%	u
Cc1ccc(S(=O)(=O)Nc2ccnc(-c3cccnc3)n2)cc1	-29.8%	-6.4%	10.7%
Cc1cccc(/C=N/NC(=O)Cc2ccc(Cl)cc2)c1O	u	-7.1%	18.4µM*
CCCN1CC23C=CC(O2)C(C(=O)O)C3C1=O (centres undefined)	18.0%	-18.1%	7.0%
Cc1ccc(N(C(=O)C2CCCO2)C2C=CS(=O)(=O)C2)cc1Cl (centres undefined)	5.4%	-2.6%	-21.1%
CCn1c(SCC(=O)Nc2ccc3c(c2)c2ccccc2n3CC)nnc1-c1cnccn1	u	x	u
CCCCn1c(CN2CCN(c3ccccc3)CC2)nc2c1c(=O)n(C)c(=O)n2C	2.31µM*	1.5%	1.46µM*
O=C(C[N+]12CCCc3cccc(c31)CCC2)c1ccc2ccc3cccc4ccc1c2c34	5.01µM*	x	6.31µM*
CC(C(=O)O)n1cc(C#N)c(=O)[nH]c1=O (centres undefined)	-8.4%	x	-15.4%
CCOc1ccccc1/C=N/Nc1ccnc(=O)[nH]1	2.91µM*	-21.3%	5.17µM*

# Some of these compounds in order of length of the SMILES, lowest first:
molecule	TDP1 cell noCPT	GCN5L2 inh	DT40 TDP1 CPT
CC(C(=O)O)n1cc(C#N)c(=O)[nH]c1=O (centres undefined)	-8.4%	x	-15.4%
O=C(Nc1cc(C(F)(F)F)ccc1N1CCOCC1)c1ccc2ccccc2n1	u	-9.9%	u
CCCCn1c(CN2CCN(c3ccccc3)CC2)nc2c1c(=O)n(C)c(=O)n2C	2.31µM*	1.5%	1.46µM*

# By substructure, the entries above containing an NH in an aromatic ring (5)
molecule	TDP1 cell noCPT	GCN5L2 inh	DT40 TDP1 CPT
Cc1ccc2[nH]c3c(c2c1)CN(C(=O)CN1CCCc2ccccc21)CC3	u	-5.6%	23.1µM*
CCOC(=O)C1CCCN(C(=O)c2[nH]c3ccc(OC)cc3c2C)C1 (centres undefined)	29.2%	-5.7%	-9.8%
CC(C)CC1OC(C)Cc2[nH][nH]c(=O)c21 (centres undefined)	1.5%	x	-18.7%
CC(C(=O)O)n1cc(C#N)c(=O)[nH]c1=O (centres undefined)	-8.4%	x	-15.4%
CCOc1ccccc1/C=N/Nc1ccnc(=O)[nH]1	2.91µM*	-21.3%	5.17µM*

# The list continues.
molecule	TDP1 cell noCPT	GCN5L2 inh	DT40 TDP1 CPT
Cc1ccc2c(C)c(C(=O)N(C)C(C)c3ccon3)oc2c1C (centres undefined)	16.4µM*	u	u
CCOc1ccc(C(=O)NCc2ccco2)cc1OCC	9.3%	-0.4%	25.0%
CC(NC(=O)c1cccc(S(=O)(=O)N2CCN(Cc3ccccc3)CC2)c1)c1ccc(Cl)cc1 (centres undefined)	u	u	u
CCOC(=O)c1c(NC(=O)Nc2cccc(Cl)c2)sc(C)c1C	u	-11.6%	-4.9%
COc1ccc(NC(=O)Cn2c(=O)n(CCc3ccccc3)c(=O)c3ccccc32)cc1	u	9.9%	-26.6%
Nc1c(C(=O)NCc2ccco2)sc2nc3c(cc12)C(=O)CCC3	u	-26.9%	-29.0%
COCCN1C(=O)N(c2cccc(C)c2)C(=O)C1CC(=O)Nc1ccc(F)cc1 (centres undefined)	10.8%	-3.0%	-3.4%
CCOc1ccc(-c2c(C(=O)N/N=C/C3CC=CCC3)nnn2-c2nonc2N)cc1 (centres undefined)	15.9%	0.9%	2.3%
CC(C)c1ccc(NC(=O)c2cc3sc(Cl)cc3n2C)cc1	-26.6%	-1.8%	u
CCOC(=O)C1CCN(CCC(=O)Nc2ccc(Cl)cc2)CC1	-2.4%	-9.9%	-8.3%
O=C(/C=C/c1ccccc1[N+](=O)[O-])N1CCc2ccccc2C1	16.4µM*	-4.1%	u
CC(C)=C1SC(N2CCOCC2)=NC1=O	-10.5%	-7.2%	1.9%
COc1ccccc1CCn1c(=O)c(CCc2ccccc2)nc2cncnc21	1.6%	-6.7%	2.1%
O=C(Nc1ccc2c(c1)OCO2)c1ccc[n+]([O-])c1	-3.8%	22.1%	-11.2%
